Assay outcomes from PubChem BioAssay.
PNC inhibitor – High Content Assay for Compounds that inhibit the Assembly of the Perinucleolar Compartment; PC3M PTB-GFP, PNC prevalence imaging, 16 h; hits give low values; activity change (PNC), negative = inhibition, % at 10 µM; actives 3.1% (n = 140,000); AID 2417, 2010;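 active = readout at or below -70, meaning at least 70% loss of cells showing the perinucleolar compartment, a nuclear body marking cancer cells; inconclusive = readout between -30 and a set limit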;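 note: plate controls were DMSO wells for no effect and camptothecin positive control wells for full effect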
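Read-out is percentage of cells bearing a perinucleolar compartment, from automated 20x imaging of fixed, Hoechst-stained PC3M PTB-GFP cells. Cells were seeded 4 h, then exposed 16 h to compound (23 nl of library stock) in duplicate plates.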
ALOX15B inhib – qHTS Assay for Inhibitors of 15-hLO-2 (15-human lipoxygenase 2) | Polyunsaturated fatty acid lipoxygenase ALOX15B (Homo sapiens), O15296 | purified 15hLO-2, xylenol orange hydroperoxide absorbance | Potency, µM (doses to about 57.1 µM), without a hit: top-dose activity change, negative = inhibition, most hits filed as inhibitors | actives 0.56% (n = 110,000); note: potency is the fitted concentration of half-maximal effect; nearly all actives have a fitted effect of over 60% in size; many of its hits are not listed in these tables
Target sequence (O15296 whole entry, looked up): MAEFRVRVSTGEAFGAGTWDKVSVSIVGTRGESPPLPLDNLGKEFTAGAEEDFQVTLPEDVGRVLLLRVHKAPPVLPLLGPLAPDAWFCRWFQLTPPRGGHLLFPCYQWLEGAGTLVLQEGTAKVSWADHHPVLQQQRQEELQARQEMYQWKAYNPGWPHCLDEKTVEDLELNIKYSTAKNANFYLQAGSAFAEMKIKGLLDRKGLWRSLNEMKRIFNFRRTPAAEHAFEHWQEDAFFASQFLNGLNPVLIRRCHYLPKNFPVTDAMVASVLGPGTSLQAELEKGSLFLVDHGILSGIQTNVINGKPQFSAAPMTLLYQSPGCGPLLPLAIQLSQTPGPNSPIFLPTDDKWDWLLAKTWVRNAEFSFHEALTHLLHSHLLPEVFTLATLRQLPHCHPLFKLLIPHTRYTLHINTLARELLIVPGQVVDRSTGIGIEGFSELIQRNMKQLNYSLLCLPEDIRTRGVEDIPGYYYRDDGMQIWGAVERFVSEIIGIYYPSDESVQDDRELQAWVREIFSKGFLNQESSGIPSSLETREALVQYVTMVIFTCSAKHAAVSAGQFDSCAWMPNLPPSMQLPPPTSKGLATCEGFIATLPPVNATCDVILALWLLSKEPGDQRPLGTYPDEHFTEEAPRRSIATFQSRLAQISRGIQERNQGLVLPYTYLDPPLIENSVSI
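Purified human 15hLO-2 (50 nM final) preincubated with compounds 15 min at room temperature in 25 mM Hepes pH 7.5, 0.01% Triton X-100, then 45 uM arachidonic acid added for 90 min; hydroperoxide detected via ferrous/xylenol orange, 573/405 nm absorbance ratio.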
ALOX12 inhib – qHTS Assay for Inhibitors of 12-hLO (12-human lipoxygenase). Potency, µM (doses to about 57.1 µM), inactives show at the top dose activity change, negative = inhibition, actives largely listed as inhibitors. actives 0.12% (n = 150,000). Polyunsaturated fatty acid lipoxygenase ALOX12 (Homo sapiens), P18054. purified 12-hLO, xylenol orange hydroperoxide absorbance; note: potency is the fitted concentration of half-maximal effect; nearly all actives have a fitted effect of over 55% in size; many of its hits are not listed in these tables
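Hydroperoxide output read as Fe(III)-xylenol orange absorbance, 573-to-405 nm ratio, after 30 min reaction with 40 uM arachidonic acid. Enzyme: 150 nM purified human 12hLO, 15 min compound preincubation; 25 mM Hepes pH 7.0, room temperature.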
IMPase cell inh – qHTS Assay for Identifying the Cell-Membrane Permeable IMPase Inhibitors | Inositol monophosphatase 1 (Rattus norvegicus), P97697 | CHO-M1 cells, IP1 accumulation, HTRF TR-FRET ratio | inhibition (IP1 accumulation), % at 46.1 µM | 120,000 tested, under 10 active; active = well fitted curve in the direction sought with a large enough effect in the signal ratio, not every such curve was filed as active; inconclusive = small, poorly fitted or top-dose-only effect, or a change in a side signal; inactive = no such curve, though single readings can be large or run the other way; the % refers to the signal ratio;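 note: cells stimulated with carbachol in lithium chloride buffer; plate controls were DMSO basal wells for no effect and reference inhibitor wells for full effect; higher means more IMPase inhibition seen as more IP1 and lower FRET ratio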
Target sequence (P97697 whole entry, looked up): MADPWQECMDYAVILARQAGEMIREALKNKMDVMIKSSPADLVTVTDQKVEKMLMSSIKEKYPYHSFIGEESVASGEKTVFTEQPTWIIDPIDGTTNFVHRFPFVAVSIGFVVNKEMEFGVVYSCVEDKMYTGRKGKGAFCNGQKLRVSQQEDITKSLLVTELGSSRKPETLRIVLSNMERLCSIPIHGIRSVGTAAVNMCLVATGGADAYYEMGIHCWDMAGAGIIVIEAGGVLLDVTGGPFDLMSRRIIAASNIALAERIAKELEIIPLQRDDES
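Measured: the HTRF emission ratio (665/620 nm) plus the 620 nm donor channel, each fitted to the Hill equation to give AC50. Cells were CHO-M1 given compounds up to 46 uM and a 30 min carbachol stimulation at 37C.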
Numbers without * were called inactive; ? = inconclusive; . = not tested or not shown; [ ] = remark or other dose. Unless noted, calls come from the whole dose curve; as a rule, active = well fitted curve in the direction sought with a large enough effect; inconclusive = small, poorly fitted or top-dose-only effect, or another doubt; inactive = no such curve, though single readings can be large; an effect the other way counts as inactive or inconclusive. Unless noted, % is set by controls: 0 for no effect and ±100 for the full control effect.

# | Molecule | ALOX12 inhib | ALOX15B inhib | PNC inhibitor | IMPase cell inh
1 | CNC(=O)c1ccc(-c2sc3nc(N4CCOCC4)c4c(c3c2N)CC(C)(C)OC4)o1 | -6.7% | ? | ? | -15.8
2 | CCOC(=O)N1CCC(NC(=O)c2cc3c(C)nc4ccccc4c3o2)CC1 | -1.2% | 7.2% | 8.8 | 10.8
3 | C[C@@]1(C(NC(=O)Cc2ccc(C(F)(F)F)cc2)c2ccc(-c3ccccc3)cc2)C[C@H]1C1CCCCC1 (stereo partly drawn) | -1.8% | 6.8% | . | .
4 | CCOc1ccccc1NC(=O)C1Cc2ccccc2CN1S(C)(=O)=O (stereo not drawn) | -5.9% | -4.9% | 8.5 | -0.1
5 | COc1cc(C(=O)N(CCCO)Cc2cc3ccc(C)c(C)c3[nH]c2=O)cc(OC)c1OC | -1.8% | 3.2% | ? | -6.2
6 | N=C(N)c1ccc(/C=C\c2ccc(C(=N)N)cc2)cc1 | -3.2%[11.4 µM] | 33.2%[activator][11.4 µM] | . | .
7 | CCOC(=O)/C(C(=O)Nc1ccccc1Br)=C1/NC(C)(C)Cc2ccccc21 | -0.2% | . | 44.7 | .
8 | CC(=O)c1sc(N/N=C\c2ccc(Br)cc2)nc1C | -5.3% | . | 48.8 | .
9 | C=CCn1c(C)c(C(C)=O)c(N2CCN(c3ccccc3)CC2)nc1=S | -11.8% | -21.8% | 27.1 | -10.5
10 | O=C(N/C(=C/c1cccs1)c1nc2ccccc2[nH]1)c1ccccc1 | -0.1% | 0.4% | 30.1 | 9.9
11 | Cc1cccc(Nc2nnc(SC/C(O)=C(\C#N)c3nc4ccccc4[nH]3)s2)c1 | -3.5% | . | ? | .
12 | CCCCc1nc2ccccc2c(NC(=O)CNC(C)(C)C)c1CCC | -6.7% | 26.7% | 35.7 | -2.8
13 | Cc1cccc(-c2nnc(SCC(=O)NCc3ccc4c(c3)OCO4)n2C)c1 | -4.3% | -5.8% | -6.9 | ?
14 | COC(=O)C1C(c2ccc(Cl)cc2)NC(c2ccc(Cl)cc2)C(C(=O)OC)S1(=O)=O (stereo not drawn) | 2.8% | 3.9% | ? | 5.7
15 | CCOC(=O)Cc1csc(NC(=O)NC2(C(F)(F)F)Oc3cc(Cl)c(Cl)cc3O2)n1 | ? | 10µM* | -5.6 | -2.4
16 | Cc1cc(C)cc(NC(=O)CN(Cc2ccccc2)S(C)(=O)=O)c1 | -3.9% | . | ? | 3.0
17 | Cc1cc(Oc2cc(N)cc([N+](=O)[O-])c2)ccc1Cl | 3.3% | . | ? | .
18 | COc1cccc(C(=O)NCCN2CCOCC2)c1 | 2.4% | ? | 60.3 | 3.4
19 | CC(C)CC(=O)N=C1SC2CS(=O)(=O)CC2N1CCc1ccccc1 (stereo not drawn) | -2.3% | 1.5% | 24.1 | 0.1
20 | O=C(COC(=O)/C=C/c1cccc(Cl)c1)NCCc1ccc(Cl)cc1Cl | 1.4% | . | -22.6 | -1.0
21 | Cc1ccccc1C(=O)N1CCC(C(=O)Nc2ccc(F)cc2)CC1 | 3.5% | 2.3% | -3.4 | 2.4
22 | COc1cccc(N2CC(O)=C(c3nc4ccccc4c(=O)[nH]3)C2=N)c1 | 0.5% | 7.8% | ? | 11.5
23 | Cc1ccc(C(=O)NCC(C)(C)O)cc1 | 4.6% | . | 247.8 | -1.9
24 | c1ccc(NC2=Nc3ccccc3CS2)cc1 | -4.3% | 3.8% | ? | 6.7
25 | O=C(NC(NNc1ccc([N+](=O)[O-])cc1)(C(F)(F)F)C(F)(F)F)c1ccccc1Cl | ? | ? | -2.0 | 9.8
26 | Cc1c(O)c(=O)c2ccccc2n1C | -10.8% | . | 67.6 | .
27 | O=C(CSc1nc2ncccc2[nH]1)c1cccc([N+](=O)[O-])c1 | 4.8% | . | -112.6* | -0.6
28 | COc1ccc(-c2csc(/C(C#N)=C/Nc3ccc4c(c3)OCCO4)n2)cc1 | 2.0% | . | -5.9 | 6.5
29 | O=S(=O)(CCc1nc2ccccc2[nH]1)c1ccc(Br)cc1 | -0.1% | . | 13.7 | .
30 | CCCCN(CC)C(=O)c1cccc(Cl)c1 | 0.4% | -3.1% | -7.2 | 6.2
31 | CCOC(=O)c1cc2c(ccn2C)n1CC(=O)N1CCCC(C)C1 (stereo not drawn) | 3.7% | ? | -24.8 | -0.2
32 | Cc1ccc2nc(NC(=O)CSc3nc4c(c(=O)n3C)SC(C)C4)sc2c1 (stereo not drawn) | -16.9% | 16.5% | -2.6 | 4.0
33 | C/C(=N\NC(=O)c1ccccc1C)c1cccc([N+](=O)[O-])c1 | 3.2% | -1.6% | 26.9 | 3.8
34 | CCc1ccc(NC(=O)CCNS(=O)(=O)c2cccc3nonc23)cc1 | -5.2% | -2.5% | 59.0 | 11.7
35 | C[C@@H]1C[C@@H]2[C@H]3CCC4=CC(=O)C=C[C@]4(C)[C@]3(Cl)[C@@H](O)C[C@@]2(C)[C@@]1(O)C(=O)CO | -2.2% | 10.1% | . | 1.6
36 | CCn1c(NCc2cccs2)nc2ccccc21 | 6.8% | 1.1% | -4.0 | 2.1
37 | O=C(NC(=S)NCc1ccc(-c2nc3ccccc3s2)cc1)c1ccco1 | -0.7% | . | 47.3 | -23.0
38 | O=C1Nc2ccccc2OC1CC(=O)N1CCOCC1 (stereo not drawn) | 1.1% | 1.8% | 34.2 | -3.7
39 | CCOc1ccc(NCc2nnc(SCC(=O)Nc3cc(C)on3)n2-c2ccccc2OC)cc1 | -2.8% | . | 3.1 | .
40 | CC1(C)Cc2c(sc3[nH]c(=S)n(Cc4ccccc4)c(=O)c23)CO1 | -12.8% | ? | 35.8 | -12.4

Gathered by group: those above with a furan ring, fused or not.
# | Molecule | ALOX12 inhib | ALOX15B inhib | PNC inhibitor | IMPase cell inh
1 | CNC(=O)c1ccc(-c2sc3nc(N4CCOCC4)c4c(c3c2N)CC(C)(C)OC4)o1 | -6.7% | ? | ? | -15.8
2 | CCOC(=O)N1CCC(NC(=O)c2cc3c(C)nc4ccccc4c3o2)CC1 | -1.2% | 7.2% | 8.8 | 10.8
37 | O=C(NC(=S)NCc1ccc(-c2nc3ccccc3s2)cc1)c1ccco1 | -0.7% | . | 47.3 | -23.0

(next part)
# | Molecule | ALOX12 inhib | ALOX15B inhib | PNC inhibitor | IMPase cell inh
41 | COCCNS(=O)(=O)c1ccc(SC)cc1 | 7.1% | 0.7% | -3.1 | 0.2
42 | Cc1ccc(-c2c(C(=O)N3CCOCC3)oc(=O)c3ccccc23)cc1 | -0.9% | 7.5% | ? | 8.0
43 | CC(=O)N(c1ccccc1)c1nc(C)cc(C)c1C#N | 5.9% | . | -29.7 | ?
44 | CCOCCCNC(=S)N1CCN(C(=O)C(=O)Nc2ccc(C(=O)OC)cc2)CC1 | -2.0% | . | -14.4 | -7.8
45 | O=C(/C=C/Nc1ccccc1Br)c1ccccn1 | -10.4% | -0.7% | -4.0 | 6.9
46 | Cc1cc(C)nc(-n2nc(C)cc2NC(=O)CN2CCC(C)CC2)n1 | -6.6% | 9.6% | 17.1 | 1.1
47 | Nc1nnc(CSCc2ccc(Cl)cc2Cl)s1 | 1.1% | . | 19.1 | .
48 | COc1cc(-c2noc(-c3cccs3)n2)cc(OC)c1OC | -5.6% | . | 42.9 | .
49 | Cc1ccc(CNC(=O)C2CCN(S(=O)(=O)N3CCOCC3)CC2)cc1 | -5.5% | -4.6% | ? | 0.8
50 | CCOC(=O)CNC(=O)c1cc(-c2ccc3c(c2)OCCO3)oc1C | -5.4% | -5.7% | ? | 4.5
51 | CN1C(=O)CC(Sc2ccccc2C(=O)O)C1=O (stereo not drawn) | 3.7% | 10.4% | -29.9 | 0.5
52 | Cc1cnc(-c2nnc(N(C)C(=O)C3CCCO3)s2)cn1 (stereo not drawn) | 0.4% | -0.3% | ? | 0.7
53 | Cc1noc(C)c1COC(=O)c1cc2c3ccccc3n(C)c2s1 | -8.8% | 1.8% | ? | 0.3
54 | Cc1cc(C)n(C(=O)C(C(=O)c2ccccc2)C(C)C)n1 (stereo not drawn) | 0.1% | . | 7.3 | .
55 | COc1ccc(-c2noc(CCC(=O)Nc3nc4ccccc4s3)n2)cc1 | 6.9% | -3.0% | -24.7 | -13.9
56 | O=C(CN1CCN(c2ncc(C(F)(F)F)cc2Cl)CC1)NCCNc1ncc(C(F)(F)F)cc1Cl | 2.4% | 22.0% | 24.4 | -0.5
57 | C/C(=N\NC(=O)c1cccc(F)c1)c1ccc(Br)s1 | -4.2% | 0.9% | 16.7 | 5.8
58 | COC(=O)c1ccc(C)c(NS(=O)(=O)c2ccc(NC(C)=O)cc2)c1 | -4.7% | -14.7% | -18.2 | 7.7
59 | Cc1nc(-c2ccc(C(=O)O)cc2)cs1 | 0.4% | 2.6% | 14.5 | -0.2
60 | CCOCCCNC(=O)C(NC(=O)c1ccc(=O)[nH]c1)c1ccccc1 (stereo not drawn) | 2.0% | -0.2% | 18.2 | 0.8
61 | Cn1c(CC(=O)Nc2ccccc2)nnc1SCC(=O)c1ccccc1 | -10.4% | -8.4% | ? | -0.4
62 | N#Cc1nc(-c2ccccc2F)oc1NCCN1CCOCC1 | 4.6% | 3.2% | 16.3 | 5.7
63 | Cc1cc(C)n(-c2nnc3n2N=C(c2ccccc2)CS3)n1 | 17.2% | -0.3% | -135.3* | 6.1
64 | COC(=O)c1ccccc1NC(=O)Oc1ccc(C(C)C)cc1 | 5.7% | -1.8% | 39.4 | -6.8
65 | O=c1cc(-c2ccco2)nc(-c2cccs2)o1 | -1.7% | -10.0% | -9.0 | 3.3
66 | COc1ccc(CC(=O)Nc2cc(S(=O)(=O)N3CCCCC3)ccc2N2CCN(C)CC2)cc1 | 2.6% | . | 23.0 | .
67 | CCCCC(=O)Nc1nc(C)c(-c2csc(Nc3cc(OC)ccc3OC)n2)s1 | -17.8% | 0.6% | -16.3 | 13.3
68 | COC(=O)c1c(-c2cccc(OC)c2)csc1N | 0.4% | . | 29.6 | 2.5
69 | Clc1ccc(-c2nnc3n2CCCCS3)cc1 | -3.8% | . | 14.1 | .
70 | CC(=O)NCCn1c(SCC#N)nc2ccccc2c1=O | -4.6% | 1.8% | 1.3 | 7.0

From compound 68 up to 70, copied from above:
# | Molecule | ALOX12 inhib | ALOX15B inhib | PNC inhibitor | IMPase cell inh
68 | COC(=O)c1c(-c2cccc(OC)c2)csc1N | 0.4% | . | 29.6 | 2.5
69 | Clc1ccc(-c2nnc3n2CCCCS3)cc1 | -3.8% | . | 14.1 | .
70 | CC(=O)NCCn1c(SCC#N)nc2ccccc2c1=O | -4.6% | 1.8% | 1.3 | 7.0

Additional structures follow.
# | Molecule | ALOX12 inhib | ALOX15B inhib | PNC inhibitor | IMPase cell inh
71 | COC(=O)c1ccc(NS(=O)(=O)c2cccc3cccnc23)cc1 | 3.3% | -12.6% | -28.3 | 6.0
72 | Cc1ccc(OC(=O)c2cccc(S(=O)(=O)N3CCCC3)c2)c(-n2nc3ccccc3n2)c1 | -3.0% | . | 45.3 | 6.7
73 | CC1=C(CC(=O)O)c2cc(F)ccc2/C1=C\c1ccc(S(C)=O)cc1 (stereo not drawn) | 3.1% | -1.3% | . | 2.9
74 | CS(=O)(=O)N1CCN(C(=O)c2ccccc2F)CC1 | 3.0% | -1.4% | -26.7 | 5.4
75 | O=C(Cn1nc(-c2ccccc2)c2ccccc2c1=O)Nc1cccnc1 | -0.2% | -8.0% | ? | -1.4
76 | COc1cc(CNCCN2CCOCC2)ccc1OCc1ccc(Cl)cc1Cl | -4.5% | 65.6%[activator] | -28.0 | 2.3
77 | COc1ccc(C(=O)COC(=O)C(CCCCN2C(=O)C3C4C=CC(C4)C3C2=O)N2C(=O)C3C4C=CC(C4)C3C2=O)cc1 (stereo not drawn) | 4.7% | . | 5.0 | 10.1
